FUS suppressor – suppressors of FUS proteinopathy in yeast. S. cerevisiae FUS-expressing, growth rescue, OD600, 24 h. Potency, µM (doses to about 76.6 µM), for the others: top-dose growth rescue (activation), usual class: activators. hit rate 0.24% among 390,000; active means well fitted activation curve with a large enough effect; inconclusive means small, poorly fitted or top-dose-only effect; inactive means no such curve, though single readings can be large or run the other way;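 further: plate controls were DMSO vehicle for no effect and reference control for full effect; nearly all actives have a fitted effect of over 55% in size; some results filed as inactive show a strong effect at the top dose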
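Compound concentration series was pinned onto galactose-induced FUS-expressing yeast seeded at OD 0.005. Plates sat 24hr at 30C; absorbance at 600 nm gave growth. DMSO served as background control.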
Numbers without * were called inactive. Potency means the concentration at half of the fitted maximal effect. This is a subset. The share of hits here may be higher or lower than overall.

For C=CCN(C)C(C#Cc1ccccc1)Cc1ccccc1 (stereo unspecified) the results were FUS suppressor 32%.
For O=C(NCc1cccc2ccccc12)C1CCCN(c2nc3ccccc3o2)C1 (stereo unspecified) the results were FUS suppressor 19%.
Screening COC(=O)c1cc(-c2ccc3ccccc3c2)c(=O)n2c1CCC2 returned FUS suppressor 23%.
`COc1cccc(Cn2cc(COC(=O)N(C)Cc3ccccc3)nn2)c1` gave FUS suppressor 12%.
For COC(=O)[C@]12C[C@H](CC(=O)NCC34CC5CC(CC(C5)C3)C4)C(=O)N(Cc3ccc4c(c3)OCO4)C1=C[C@H](C(C)C)O[C@@H]2C1CC1 the results were FUS suppressor inconclusive.
`COC(=O)[C@]12C[C@H](CC(=O)N3CCC(c4ccccc4)CC3)C(=O)N(Cc3ccccc3)C1=C[C@H](COCc1ccccc1)O[C@@H]2C` gave FUS suppressor 13µM*.
`CC(C)c1ccc(NC(=O)O[C@@H]2CC[C@@]34CCCN3C(=O)CCC[C@H]4C2)cc1` gave FUS suppressor 32%.
CCOC(=O)[C@]12CCCC3=C1N(CCC3)C(=O)[C@@H](CC(=O)N1CCC(c3ccccc3)CC1)C2 was read as FUS suppressor 25%.
`CCCC1CCC2(CC1)CCC2OC(=O)Nc1ccccc1C` (stereo unspecified) gave FUS suppressor -1%.
Screening C=CCN1C(=O)[C@@H](CC(=O)N2CCN(C(=O)OCC)CC2)[C@]2(C(=O)OC)CCCCC=C12 returned FUS suppressor 3%.
For Nn1c(SCC(=O)N2c3ccccc3Sc3ccc(Cl)cc32)nnc1-c1cc(-c2ccc(F)cc2)n[nH]1 the results were FUS suppressor 14µM*.
`COc1ccc(NC(=O)N2CCC(c3nc4ccc(Cl)cc4[nH]3)CC2)cc1OC` gave FUS suppressor -6%.
`CCCCC[C@H](O)/C=C/[C@@H]1[C@H]2C/C(=C/CCCC(=O)O)O[C@H]2C[C@H]1O` gave FUS suppressor 10%.
For C[C@H]1[C@@H](NC(=O)C2CCOC2)CC[C@@]23CCCN2C(=O)CCC[C@@H]13 (stereo partly specified) the results were FUS suppressor -13%.
For Nc1[nH]c2cc(C(F)(F)F)ccc2c1C(=O)NCc1ccc(F)cc1 the results were FUS suppressor 3%.
For COc1ccc(-c2c(Cc3ccccc3)nc(NC(=O)c3ccccc3)n2Cc2ccccc2)cc1 the results were FUS suppressor 44%.
CC(C)C[C@H]1COc2cc(N3CCCC3)ccc2S(=O)(=O)N1C was read as FUS suppressor 25%.
`CC(OP(=O)(O)C(NC(=O)[C@H](Cc1ccc(O)cc1)NC(=O)OC(C)(C)C)C(C)C)C(=O)O` (stereo partly specified) gave FUS suppressor 7%.
`Cc1ccccc1NC(=O)COC(=O)c1ccc(Sc2ncn[nH]2)c([N+](=O)[O-])c1` gave FUS suppressor 13%.
For CC(C)Oc1cccc(-c2n[nH]c(=S)n2N=Cc2ccc(O)cc2O)c1 the results were FUS suppressor inconclusive.
Screening CCC(=O)N1CCc2cc(Br)c(S(=O)(=O)NCc3ccccc3OC)cc21 returned FUS suppressor -14%.
`CCCC#Cc1ccc(CC[C@H]2O[C@H]3CC[C@@H](CO)O[C@H]3C[C@H]2NC(=O)CN2CCOCC2)cc1` gave FUS suppressor inconclusive.
Screening Cc1nc(NC2CCCC2)c2nnn(Cc3ccccc3)c2n1 returned FUS suppressor 29%.
Screening COc1cc(-n2c(C)nc3cc(C(=O)N4CCN(C(C)=O)CC4)ccc32)cc(OC)c1OC returned FUS suppressor -12%.
Screening COC(=O)C1CCCN(C(=O)C2CCN(S(=O)(=O)c3ccccc3[N+](=O)[O-])CC2)C1 (stereo unspecified) returned FUS suppressor 26%.
For CCN(C(=O)C1CCCN(c2nnc(-n3cccc3)s2)C1)c1ccccc1C (stereo unspecified) the results were FUS suppressor inconclusive.
Screening CN(C)S(=O)(=O)c1cccc(C(=O)N/N=C\c2cccc(C#N)c2)c1 returned FUS suppressor -3%.
`CC(=O)Nc1ccc(/C=C/COC(C)=O)cc1C` gave FUS suppressor 5%.
`CCOC(=O)N1CCN(C(=O)C[C@H]2C[C@@]3(C(=O)OC)C(=C[C@H](C(C)C)O[C@@H]3C3CC3)N(CCC3=CCCCC3)C2=O)CC1` gave FUS suppressor 13µM*.
COc1ccc(C(c2ccc(OC)cc2)N2CCN(C(=O)c3noc(C)c3[N+](=O)[O-])CC2)cc1 was read as FUS suppressor 16%.
Screening CCOc1ccc(C2CC=C(C(=O)O)CN2S(=O)(=O)c2ccc(C)cc2)cc1 (stereo unspecified) returned FUS suppressor 22%.
`COc1cc(C=Nn2c(-c3ccccc3F)n[nH]c2=S)ccc1OCc1ccccc1` gave FUS suppressor 32%.
`Cc1cccc(Cl)c1-n1nnnc1C1(C)CSCC(=O)N1Cc1ccc(F)cc1` (stereo unspecified) gave FUS suppressor 12%.
Cn1c(=O)cc(OCCCC(=O)Nc2cc(C(F)(F)F)ccn2)c2ccccc21 was read as FUS suppressor 13%.
Cc1cccc(CCNC(=O)CSc2nc3c([nH]2)c(=O)n(C)c(=O)n3C)c1 was read as FUS suppressor -5%.
`O=c1c([N+](=O)[O-])c(Cl)c2ccccc2n1Cc1ccccc1` gave FUS suppressor 0%.
`Cc1ccc(S(=O)(=O)NCC2Cc3ccccc3N2S(=O)(=O)c2ccc(C)cc2)cc1` (stereo unspecified) gave FUS suppressor 35%.
Screening O=C(NCc1ccccc1Cl)O[C@H]1CC[C@@]23CCCN2C(=O)CCC[C@H]3C1 returned FUS suppressor 13%.
For Cc1ccc(NC(=O)OC2CC3CC2[C@H]2CCCCN2C3)cc1 (stereo partly specified) the results were FUS suppressor -8%.
For O=C(Nc1ccccc1)Nc1c(-c2ccccc2)nc2ncccn12 the results were FUS suppressor -2%.

7 compounds picked at random from the list so far:
COc1ccc(C(c2ccc(OC)cc2)N2CCN(C(=O)c3noc(C)c3[N+](=O)[O-])CC2)cc1 was read as FUS suppressor 16%.
`Cc1cccc(Cl)c1-n1nnnc1C1(C)CSCC(=O)N1Cc1ccc(F)cc1` (stereo unspecified) gave FUS suppressor 12%.
Screening COC(=O)C1CCCN(C(=O)C2CCN(S(=O)(=O)c3ccccc3[N+](=O)[O-])CC2)C1 (stereo unspecified) returned FUS suppressor 26%.
For O=C(Nc1ccccc1)Nc1c(-c2ccccc2)nc2ncccn12 the results were FUS suppressor -2%.
Screening COc1cc(-n2c(C)nc3cc(C(=O)N4CCN(C(C)=O)CC4)ccc32)cc(OC)c1OC returned FUS suppressor -12%.
`Cc1ccc(S(=O)(=O)NCC2Cc3ccccc3N2S(=O)(=O)c2ccc(C)cc2)cc1` (stereo unspecified) gave FUS suppressor 35%.
Screening O=C(NCc1ccccc1Cl)O[C@H]1CC[C@@]23CCCN2C(=O)CCC[C@H]3C1 returned FUS suppressor 13%.

More compounds follow:
For C(=N/N1CCN(c2ccccc2)CC1)/c1ccco1 the results were FUS suppressor -3%.
Screening COC(=O)c1cc(NC(=O)NC2CCCCN(Cc3cccc(Cl)c3)C2=O)cc(C(=O)OC)c1 (stereo unspecified) returned FUS suppressor -17%.
Screening CCCCCCCCN1CN2Cc3cc(F)ccc3C2CS1(=O)=O (stereo unspecified) returned FUS suppressor 44%.
`COc1ccc(C(=O)c2[nH]c(N)c(C(=O)c3ccccc3)c2-c2ccc(OC)c(OC)c2)cc1` gave FUS suppressor 27%.
For C[C@@H]1Cc2cc(O)cc(O)c2C(=O)O1 the results were FUS suppressor -26%.
`COC(=O)CCC1NC(=O)C(Cc2c[nH]c3ccccc23)NC(=O)C2CC(=O)OC(C)C(NC(=O)C(C)NC(=O)C3CCCN3C(=O)C3CCCN3C(=O)C(C)NC(C)=O)C(=O)NC(CC(C)C)C(=O)NC(CCCCNC(=O)CCC(C(=O)NC(Cc3ccc(O)cc3)C(=O)O)NC1=O)C(=O)NC(Cc1c[nH]c3ccccc13)C(=O)N1CCCC1C(=O)NC(CO)C(=O)N2` (stereo unspecified) gave FUS suppressor 31%.
`C=CCCC(=O)N(Cc1ccccc1)c1ccccc1C(=O)Nc1cc(OC)ccc1OC` gave FUS suppressor inconclusive.
For O=C1CCC2(CCC(c3ccccc3)CC2)N1CCO (stereo unspecified) the results were FUS suppressor 7%.
For O=C(CSc1nnc(-c2cccnc2)n1C1CCCCC1)N1CCCC1 the results were FUS suppressor -5%.
O=C(Nc1ccc(F)cc1)Nc1nc2ncccn2c1-c1ccc(F)cc1 was read as FUS suppressor -18%.
Screening c1nc(NC[C@@H]2CCCO2)c2cc(-c3ccc4c(c3)OCO4)ccc2n1 returned FUS suppressor 9%.
Screening CC(=O)CC[C@@H]1CC[C@]2(CCCN(S(=O)(=O)C3CCCCC3)C2)O1 returned FUS suppressor 15%.
`O=C1COc2ccccc2C(c2nnnn2Cc2ccccc2)N1Cc1cccs1` (stereo unspecified) gave FUS suppressor 18%.
Screening CCC(C#Cc1ccccc1)NCc1ccc(OC)cc1OC (stereo unspecified) returned FUS suppressor 7%.
`COCCCN1C(=O)[C@H](CC(=O)N2CCC(c3ccccc3)CC2)[C@]2(C(=O)OC)CCCCC=C12` gave FUS suppressor 27%.
Screening Cc1ccc2c(c1)C1CS(=O)(=O)N(CC(C)C)CN1C2 (stereo unspecified) returned FUS suppressor 26%.
COCCCNC(=O)c1ccc(Cn2c(=O)c3ccccc3n(Cc3ccc(C(C)C)cc3)c2=O)cc1 was read as FUS suppressor 13%.
Screening CCOC(=O)N1CCN(C(=O)C[C@H]2C[C@@]3(C(=O)OC)C(=C[C@H](COCc4ccccc4)O[C@@H]3C)N(Cc3cccc4ccccc34)C2=O)CC1 returned FUS suppressor 22µM*.
For CC(=O)Nc1sc2c(c1-c1nc3ccccc3s1)CNC2 the results were FUS suppressor -3%.
For CN1CC=C(c2ccc(C(F)(F)F)cc2)N(c2ccccc2)C1=O the results were FUS suppressor -6%.

Entries shown so far with two or more sulfur atoms:
For Nn1c(SCC(=O)N2c3ccccc3Sc3ccc(Cl)cc32)nnc1-c1cc(-c2ccc(F)cc2)n[nH]1 the results were FUS suppressor 14µM*.
`Cc1ccc(S(=O)(=O)NCC2Cc3ccccc3N2S(=O)(=O)c2ccc(C)cc2)cc1` (stereo unspecified) gave FUS suppressor 35%.
For CC(=O)Nc1sc2c(c1-c1nc3ccccc3s1)CNC2 the results were FUS suppressor -3%.

Molecules above that contain a thiophene ring, fused or not (two):
`O=C1COc2ccccc2C(c2nnnn2Cc2ccccc2)N1Cc1cccs1` (stereo unspecified) gave FUS suppressor 18%.
For CC(=O)Nc1sc2c(c1-c1nc3ccccc3s1)CNC2 the results were FUS suppressor -3%.

Going on with the list:
Screening COC(=O)Cn1nc(-c2cccc(OC)c2)c2ccccc21 returned FUS suppressor 2%.
CC1C=CC=CCCC=CC=CC=CC=CC(OC2O[C@H](C)[C@@H](O)[C@H](N)[C@@H]2O)CC(O)C(C(=O)O)C(O)CC(=O)CC(O)C(O)CCC(O)CC(O)CC(O)CC(=O)OC(C)C(C)C1O (stereo partly specified) was read as FUS suppressor inconclusive.
Screening COC(=O)C1CN(Cc2cn(Cc3ccc(OC)cc3)nn2)CCS(=O)(=O)N1Cc1ccc(Cl)cc1 (stereo unspecified) returned FUS suppressor inconclusive.
Cc1cccc(C(=O)Nc2nc3ncccn3c2-c2ccc(F)cc2)c1 was read as FUS suppressor 14%.
For C[C@H](O)[C@@H]1CN2CCc3c([nH]c4cccc(-c5ccc6c(c5)OCO6)c34)[C@@H]2C[C@@H]1N(C)C(=O)c1ccco1 the results were FUS suppressor 19%.
Screening Cc1ccc(-c2nnc(SCc3ccc([N+](=O)[O-])cc3)n2-c2ccccc2)cc1 returned FUS suppressor 17%.
For O=C(Nc1nc2ncccn2c1-c1ccc(F)cc1)C1CC1 the results were FUS suppressor -8%.
CCOC(=O)CC[C@@]1(C(=O)OCC)C[C@@H](CC(=O)NCC23CC4CC(CC(C4)C2)C3)C(=O)N2CCCC=C21 was read as FUS suppressor 35%.
Screening COC(=O)[C@]12C=CCN1[C@@H](c1ccc(C(F)(F)F)cc1)c1c(c3ccccc3n1S(=O)(=O)c1ccc(C)cc1)C2 returned FUS suppressor 14%.
For Cc1cccc(Cn2cc(COC(=O)NCCc3c[nH]c4ccccc34)nn2)c1 the results were FUS suppressor 24%.
`CC(C)C(=O)Oc1ccc(CO)cc1[C@H](CCN(C(C)C)C(C)C)c1ccccc1` gave FUS suppressor -1%.
COC(=O)C[C@H]1CC[C@@H]2[C@H](COc3ccc(NC(=O)c4ccccc4OC)cc3C(=O)N2C)O1 was read as FUS suppressor 10%.
`CCCCOc1ccc(C(=O)n2ccc3ccc(-c4ccc5ccn(Cc6ccc(OC)cc6)c5c4)cc32)cc1` gave FUS suppressor 26%.
Cc1ccc(S(=O)(=O)n2ccc(-c3c(-c4ccccc4)noc3C)n2)cc1 was read as FUS suppressor 3%.
`CN1C(=O)c2cc(NS(=O)(=O)c3ccc(F)cc3)ccc2OC[C@H]2O[C@@H](CC(=O)NCC(F)(F)F)CC[C@@H]21` gave FUS suppressor -2%.
`O=C(OCCN1CCCC12CCC(c1ccccc1)CC2)c1ccccc1` (stereo unspecified) gave FUS suppressor -18%.
CC(C)CN1C(=O)C[C@]2(C(=O)N(C)c3ccc(NC(=O)c4cc(F)ccc4F)cc32)C1c1ccccc1 (stereo partly specified) was read as FUS suppressor 12%.
For C[C@H]1CCCN1c1cccc2c1S(=O)(=O)N1CC[C@@H](C1)O2 the results were FUS suppressor -16%.
Screening C[C@H]1C(c2ccccc2F)O[C@]2(C[C@H](O)c3ccccc3O2)C[C@@H]1O (stereo partly specified) returned FUS suppressor -4%.
For CCc1c2c3n4c1CCC[C@@H]4C[C@@H]3O[Si](C(C)C)(C(C)C)OC(C)C2=O (stereo partly specified) the results were FUS suppressor -3%.
For COc1cc(NC(=O)C2CCCN(S(=O)(=O)c3ccc(C(C)(C)C)cc3)C2)cc(OC)c1 (stereo unspecified) the results were FUS suppressor 3%.
`COc1ccc(CN2C(=O)[C@@](O)(c3cccn3C)c3cc(F)ccc32)cc1` gave FUS suppressor -1%.

Bioassay records: PubChem, National Center for Advancing Translational Sciences (NCATS)
